# GlmU inhibition: inhibition of mycobacterial GlmU enzyme – biochemical, glucosamine-1-phosphate acetyltransferase (AID 1376). Bifunctional protein GlmU (Mycobacterium tuberculosis (strain ATCC 25618 / H37Rv)). M. tuberculosis GlmU acetyltransferase enzyme assay; higher % means a stronger effect. inhibition, %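 (tested at 30 µM in the primary screen)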; hits with a dose series show IC50 in µM. 0.25% of 220,000 active; in the data active = inhibition above about 13%; inconclusive = no clear call, values can overlap the other calls;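 also: 0% = complete reaction with vehicle and 100% = reaction without substrate; strong numbers were not always called active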
# Mtb RmlCD inh: M. tuberculosis RmlC/RmlD coupled enzyme inhibitors, primary screen, biochemical, compound mixtures, 384-well, from 1536-well plates; dTDP-4-dehydrorhamnose reductase (Mycobacterium tuberculosis (strain ATCC 25618 / H37Rv)) …; RmlC+RmlD coupled enzyme assay, percent inhibition; primary screen in compound mixtures; inhibition, % at 3.6 µM; AID 1533, 2009; 0.03% of 160,000 active; in the data active = inhibition mostly above about 34%, no sharp cut-off; inconclusive = no clear call, values can overlap the other calls; inactive = mostly below about 22%; also: some results filed as inactive read as strong as hits
# Target sequence (P9WH09 whole entry, looked up): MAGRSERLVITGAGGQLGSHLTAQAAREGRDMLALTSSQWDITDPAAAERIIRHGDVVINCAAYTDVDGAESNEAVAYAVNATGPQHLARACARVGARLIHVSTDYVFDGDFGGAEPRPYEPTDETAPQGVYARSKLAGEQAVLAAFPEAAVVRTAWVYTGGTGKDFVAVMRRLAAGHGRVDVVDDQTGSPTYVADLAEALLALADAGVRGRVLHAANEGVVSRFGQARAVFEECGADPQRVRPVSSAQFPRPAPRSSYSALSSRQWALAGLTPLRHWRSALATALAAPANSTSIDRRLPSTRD
# Target sequence (P9WH11 whole entry, looked up): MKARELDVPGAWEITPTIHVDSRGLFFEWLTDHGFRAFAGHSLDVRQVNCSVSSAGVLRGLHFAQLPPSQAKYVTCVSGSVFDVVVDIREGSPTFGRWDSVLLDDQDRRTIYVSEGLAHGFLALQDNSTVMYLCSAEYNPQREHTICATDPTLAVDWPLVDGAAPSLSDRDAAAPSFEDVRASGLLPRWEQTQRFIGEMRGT
# An asterisk follows results filed as active; ? = inconclusive; · = not tested or not shown. An excerpt, so the mix of outcomes need not match the whole.
# Order of results – Mtb RmlCD inh, GlmU inhibition
O=C(Cn1cnc2cc([N+](=O)[O-])ccc2c1=O)Nc1ccc2c(c1)OCO2
 : 1, -2.8%
OCC1(C2=NOC(O)(C(F)(F)F)C2)CCCCC1 (configuration not stated)
 : -6, 6.2%
Cc1ccccc1CNCc1cccnc1
 : -6, -9.9%
CC(=O)N1CCN=C1SCc1ccc(Br)cc1
 : -8, -1.2%
O=C(NCC1CCCO1)c1csc(Nc2cccc3ccccc23)n1 (configuration not stated)
 : 2, -1.3%
CCOc1ccc(NC(=O)C2CCC(C)(C(=O)O)C2(C)C)cc1 (configuration not stated)
 : -54, 2.8%
O=C(O)Cc1cc2c(s1)CCCCC2
 : ·, 7.7%
COc1ccccc1NC(=O)Cc1nnc(SCC(=O)Nc2ccccc2F)n1C
 : 8, -2.9%
O=C(CSc1nnc(-c2ccccc2O)n1Cc1ccccc1)NNC(=O)c1ccccc1O
 : 8, -6.1%
COCCCNC(=O)C1CCN(c2ncccn2)CC1
 : 8, 2.8%
Clc1ccc2nc3ccccn3c2c1
 : 12, -0.9%
O=C(Cn1cnc2c(nnn2-c2ccccc2)c1=O)N1CCCc2ccccc21
 : -9, -3.9%
O=C(C/C=N/OCc1ccccc1F)c1cnc(-c2ccc(Cl)cc2)s1
 : 4, -4.5%
CCC(Sc1ncnc2c1c(-c1ccccc1)cn2-c1ccc(OC)cc1)C(=O)OC (configuration not stated)
 : 4, -3.9%
CCOc1ccccc1NC(=O)c1cc(CC(C)C)oc1C
 : 66, 6.0%
COC(=O)c1cccc(COC(=O)c2ccccc2NC(=O)c2ccco2)c1
 : 7, -4.1%
COc1ccc(NC(=O)C2CCN(C(=O)c3cccs3)CC2)c(OC)c1
 : ·, 1.6%
O=C(O)c1cccc(CSc2nnc(-c3ccco3)o2)c1
 : 15, 6.7%
Cc1nnc(NC(=O)c2sc3ccccc3c2Cl)s1
 : 8, -0.7%
CCC(C)NS(=O)(=O)c1ccc(OCC(=O)N2CCN(CC)CC2)cc1 (configuration not stated)
 : ·, 4.7%
COc1ccccc1CN1CCN(Cc2ccc(Cl)cc2)CC1
 : -8, -1.0%
COc1ccccc1C(=O)NCC(=O)N/N=C/c1cccc(Cl)c1
 : -5, -3.3%
Cc1cc(C(=O)COC(=O)/C=C/c2cccc(F)c2)c(C)n1C
 : -13, -1.5%
CCN(CC)C(C(=O)NC1CCCCC1)c1ccc(C)cc1 (configuration not stated)
 : 12, 0.2%
COC(=O)c1ccc(Nc2nc(C)cc(C)n2)cc1
 : 2, 0.5%
CC1Nc2nc(N(C)C)[nH]c(=O)c2NC1C (configuration not stated)
 : 5, 0.4%
Cc1cccc(SCc2noc(C(=O)NC(C)C)c2C(=O)O)c1
 : ·, 0.1%
COC(=O)Nc1c(C)n(C)n(-c2ccccc2)c1=O
 : 8, 1.5%
CN1CCN(C(=O)c2ccc(-n3cccc3)cc2)CC1
 : 6, -1.0%
CCc1ccc(NC(=O)C(C)OC(=O)c2cc(=O)[nH]c3ccc(S(=O)(=O)Nc4ccc(F)cc4)cc23)cc1 (configuration not stated)
 : ·, 4.7%
COC(=O)C1=NN(C(C)=O)C2(CC(=O)N(c3cccc(C)c3)C2=O)C1 (configuration not stated)
 : -11, -0.9%
Cc1ccc(NC(=O)/C(=C/c2cccs2)NC(=O)c2ccco2)cc1
 : 9, 0.7%
Cc1c(C)n(CC(O)CNCCO)c2ccccc12 (configuration not stated)
 : 1, -2.3%
CCOc1ccccc1NS(=O)(=O)c1cn(C)c(=O)n(C)c1=O
 : 8, 3.1%
COc1ccc(C(=O)/C=C/c2ccc(OC(=O)c3cc(OC)c(OC)c(OC)c3)cc2)cc1
 : 4, -0.4%
O=C(N/N=C/c1ccccc1F)NC1CCCCC1
 : 23, -1.6%
COc1ccc(C(=O)c2c(C)oc3ccc(O)c(CN4CCOCC4)c23)cc1
 : -3, 7.3%
Cc1ccc2nc(NC(=O)CCCC(=O)O)sc2c1
 : ·, 1.1%
O=C(O)C1C(=O)NCC1c1ccccc1 (configuration not stated)
 : 1, -1.8%
O=c1c(CN2CCN(c3cccc(Cl)c3)CC2)coc2c(Cl)cc(Cl)cc12
 : -6, ·
COc1ccc(S(=O)(=O)N(C)c2c(C)n(C)n(-c3ccccc3)c2=O)cc1OC
 : ·, -0.7%
O=C(N/N=C/c1c[nH]c2ccccc12)c1ccn[nH]1
 : -13, -5.3%
N#Cc1cn(CC(=O)N2CCCC2)c2ccccc12
 : 4, 1.6%
Cc1ccc(C)c(S(=O)(=O)Nc2ccc(C(N)=O)cc2)c1
 : -6, -0.3%
COc1ccc(C(CNC(=O)c2cc(C)oc2C)N2CCOCC2)cc1 (configuration not stated)
 : -4, ·
CCOC(=O)c1c(NC(=O)c2cnn3c2NC(c2cccc(OC)c2)CC3C(F)(F)F)sc2c1CCCC2 (configuration not stated)
 : ·, -2.2%
Cc1ccc(C(=O)N2CCOCC2)cc1[N+](=O)[O-]
 : 0, 0.3%
COc1ccc(Oc2nc(SC)nc3ccccc23)cc1
 : 13, 0.1%
CCOc1ccc(-c2nnc(-c3cccnc3)o2)cc1OCC
 : 8, -4.1%
COc1cc2[nH]c(=S)nc(Nc3ccc(NC(C)=O)cc3)c2cc1OC
 : -5, 4.3%
CC(=O)c1ccc(N2CCC(C(=O)O)CC2)cc1
 : -15, ·
Cc1ccc(S(=O)(=O)N2CCCCC2)cc1NC(=O)Nc1ccc(Cl)cc1Cl
 : ·, -0.2%
CCCOc1ccc(/C(O)=C2/C(=O)C(=O)N(CCN(C)C)C2c2ccc(OC)c(OC)c2)cc1 (configuration not stated)
 : 12, 0.2%
CC(C)(C)n1ncc2c(=O)n(CC(=O)Nc3ccccc3)cnc21
 : 7, 1.6%
C/C(N)=C(/C#N)C(=O)CSc1ccccc1F
 : -11, 0.0%
Cc1nc(Cl)c(C(=O)NCCC(C)C)c(C)c1[N+](=O)[O-]
 : ·, -4.2%
O=C(/C=C/c1ccc(F)cc1)Nc1cccc(S(=O)(=O)Nc2cccc(C(F)(F)F)c2)c1
 : 3, -1.1%
COc1ccc(C(=O)N(CN2CCCC2=O)c2ccc(C)cc2)cc1
 : ·, -1.1%
CCOC(=O)CN1C(=O)S/C(=C/c2ccc(OC)c([N+](=O)[O-])c2)C1=O
 : ·, 2.8%
CN1CSC2=C(C#N)C(c3cccc(OCc4ccccc4)c3)CC(=O)N2C1 (configuration not stated)
 : 7, 3.9%

# Reformatted field by field: 4 of the compounds above
CCOc1ccc(NC(=O)C2CCC(C)(C(=O)O)C2(C)C)cc1 (configuration not stated)
  Mtb RmlCD inh: -54	GlmU inhibition: 2.8%

O=C(O)Cc1cc2c(s1)CCCCC2
  Mtb RmlCD inh: ·	GlmU inhibition: 7.7%

COc1ccccc1NC(=O)Cc1nnc(SCC(=O)Nc2ccccc2F)n1C
  Mtb RmlCD inh: 8	GlmU inhibition: -2.9%

O=C(CSc1nnc(-c2ccccc2O)n1Cc1ccccc1)NNC(=O)c1ccccc1O
  Mtb RmlCD inh: 8	GlmU inhibition: -6.1%

# More entries follow:
# Order of results – Mtb RmlCD inh, GlmU inhibition
COc1ccc(C)cc1S(=O)(=O)N(C)CC(=O)N1CCCCCC1
 : ·, 4.5%
CC(C)CNS(=O)(=O)c1ccc(CCC(=O)Nc2ccc3c(c2)OCO3)cc1
 : ·, -2.8%
CC(C)[C@@H]1NC(=O)c2cc([N+](=O)[O-])cc(I)c2NCCCC[C@@H](C(=O)NC(CC(=O)O)C(N)=O)NC(=O)[C@H](CO)NC1=O (some centres not stated)
 : ·, -1.0%
N#Cc1ccccc1Sc1ccccc1C(=O)OCC(=O)N1CCN(C(=O)c2ccco2)CC1
 : ·, -2.1%
CC(C)=CCC(C)(C)CNC(=O)NC1CCCCC1
 : ·, 1.9%
CCN(CC)c1ccc(NC(=O)COc2ccc(N(C)S(=O)(=O)c3cccs3)cc2)cc1
 : -12, -1.3%
CC(=O)c1cc(-c2ccccc2)n(CC(=O)N2CCN(C3CCCC3)CC2)c1C
 : -2, 1.4%
Cc1sc2ncnc(SCC(=O)NC(=O)c3cccn3C)c2c1C
 : 13, 0.2%
CC(C)C(=O)N1CCC(c2nc(-c3ccc(S(=O)(=O)N4CCCC4)cc3)no2)CC1
 : -5, 0.1%
CCC(C)n1c(=N)c(C#N)cc2c(=O)n3ccccc3nc21 (configuration not stated)
 : ·, -4.1%
COC(=O)c1ccc2c(=O)n(-c3ccccc3)c(=S)[nH]c2c1
 : 6, 1.7%
O=C1OCCC1Sc1nnc(-c2ccc(Br)cc2)o1 (configuration not stated)
 : ·, -6.6%
CCOc1ccc(/C=C2/C(=N)N3OC(C)=CC3=NC2=O)cc1OC
 : 3, -4.1%
O=C(COc1ccc(Cl)cc1)N(c1ccc(Cl)cc1)C1CN2CCC1CC2 (configuration not stated)
 : 0, -8.7%
CCS(=O)(=O)c1cc([N+](=O)[O-])c(Sc2ccccc2N)s1
 : 21, ·
CCCN1CCN(c2ccc([N+](=O)[O-])cc2C#N)CC1
 : 1, -4.9%
CC1=C(CC/C(C)=N/NC(N)=S)C(C)(C)CCC1
 : ·, 3.1%
Cn1c(/C=N/n2cnnc2)nc2ccccc21
 : ·, -0.8%
O=C1C(=O)N(CCN2CCOCC2)C(c2ccncc2)/C1=C(/O)c1ccc2c(c1)OCO2 (configuration not stated)
 : ·, 2.1%
O=C(/C=C/c1ccccc1)NCCSCc1ccccc1
 : -4, 0.7%
COc1ccc(NC(=S)NCC2CCCO2)c(C)c1 (configuration not stated)
 : -8, 5.6%
CCCCOc1ccc(/C=C/C(=O)OCC(=O)NC(=O)NCC(C)C)cc1OCC
 : -7, -6.6%
Cn1ccnc1C(O)c1ccccc1 (configuration not stated)
 : 24, 0.4%
CC(=O)Nc1sc2c(c1C(c1ccccc1Cl)N1CCN(CCO)CC1)CCCC2 (configuration not stated)
 : -1, -2.8%
CCc1cc(-c2n[nH]c(=S)n2-c2ccccc2C)cs1
 : -4, ·
O=C(CCN1CCC(c2ccc(Cl)s2)=N1)c1ccc(Cl)s1
 : 5, 1.9%
O=C(Nc1cccnc1)c1ccc2snnc2c1
 : ?, 0.9%
CCOC(=O)c1c(-c2cccs2)csc1NC(=O)CN1CCOCC1
 : ·, -0.7%
C=CCn1c(SCCC(=O)O)nc2c1c(=O)n(C)c(=O)n2C
 : ·, 2.4%
O=C(Nn1c(-c2ccncc2)nc2ccccc2c1=O)c1ccccc1Br
 : -11, 3.0%

# Of the compounds above, three have bromine:
# Order of results – Mtb RmlCD inh, GlmU inhibition
CC(=O)N1CCN=C1SCc1ccc(Br)cc1
 : -8, -1.2%
O=C1OCCC1Sc1nnc(-c2ccc(Br)cc2)o1 (configuration not stated)
 : ·, -6.6%
O=C(Nn1c(-c2ccncc2)nc2ccccc2c1=O)c1ccccc1Br
 : -11, 3.0%

# Remaining list, next part.
# Order of results – Mtb RmlCD inh, GlmU inhibition
Cn1c(Cn2c(=O)sc3ccccc32)nnc1SCC(=O)N1CCOCC1
 : -7, 5.1%
COCCN1CCN(c2cc(-c3ccccc3)nc3cc(-c4cccc(F)c4)nn23)CC1
 : ·, 1.2%
CC(C)C(=O)Nc1c(C(=O)c2ccc(F)cc2)oc2ccccc12
 : -4, 3.0%
CC1(C)C(C=C(Cl)Cl)C1C(=O)N1CCN(Cc2ccccc2)CC1 (configuration not stated)
 : 7, -2.5%
CC(=O)Nc1cccc(NC(=O)CSc2nnc(Cc3cccn3C)n2-c2ccc(F)cc2)c1
 : 14, -1.2%
CSc1n[nH]c(NCc2ccc(C)cc2)n1
 : ·, 1.6%
Cc1onc(-c2ccccc2)c1C(=O)Nc1ccc(-c2nnc3n2CCCCC3)cc1
 : -5, 8.5%
O=C(NC(c1ccccc1)c1ccccc1)c1ccc(Br)o1
 : ·, 1.6%
CCOc1ccc(C(C)=O)cc1COc1ccc(-n2cnnn2)cc1
 : -9, 1.9%
COc1ccccc1N1CCN(C(c2cccs2)C(C)NC(=O)c2cccs2)CC1 (configuration not stated)
 : ·, -6.9%
COC(=O)c1ccc(COC(=O)CNS(=O)(=O)c2ccc(C)cc2)cc1
 : 25, 0.2%
CCN1CCN(Cc2c(O)ccc3c2O/C(=C\C=C\c2ccccc2OC)C3=O)CC1
 : 4, 0.8%
COc1cc(OC)cc(-c2nnc(SCC(=O)N3CCOCC3)o2)c1
 : ·, -0.1%
O=C(OCc1cc(=O)n2c(n1)sc1ccccc12)c1ccc(O)cc1O
 : -6, 4.3%
Cc1cc(C)c(C#N)c(SCC(=O)NC2CC2)n1
 : -9, -0.8%
Cc1cccc(-n2ccnc2SCC(=O)N2CCCc3ccccc32)c1C
 : -5, -5.0%
CC(=C\c1ccccc1)/C=C1/SC(=O)N(CCCC(=O)Nc2ccc(C(=O)O)cc2)C1=O
 : -9, 4.5%
Cc1nnc(SCCOC(N)=O)n1C
 : -4, 0.9%
CC(=C1C(=O)c2ccccc2C1=O)N1CCN(CCN=Cc2c(O)n(C)c(=O)n(C)c2=O)CC1
 : ·, -0.1%
O=C(Nc1nnc(Cc2ccc([N+](=O)[O-])cc2)s1)c1ccc2c(c1)OCO2
 : ·, 3.5%
CCSc1nnc(NC(=O)c2c(-c3ccccc3Cl)noc2C)s1
 : -3, 6.0%
Cc1nnc(SCC(=O)Nc2ccc3c(c2)OCCO3)n1N
 : ·, 2.0%
C=CCN(C)NC(=S)Nc1ccccc1
 : 6, 5.8%
CC(=O)c1ccc(N2CCN(C(=O)c3ccc(Cn4c(=S)[nH]c5ccc(N6CCOCC6)cc5c4=O)cc3)CC2)cc1
 : 8, 2.2%

# Screens (PubChem)
